Compound activity: PubChem BioAssay, Southern Research Specialized Biocontainment Screening Center
influenza NS1A: H1N1 influenza NS1A inhibitors, functional cell based assay (AID 504329); inhibition, % at 12.5 µM; hits with a dose series show IC50 in µM; 0.3% of 340,000 active; NS1A functional cell-based assay, percent inhibition; higher % means a stronger effect; in the data active = a potency from the dose series; inconclusive = inhibition above about 27% without an active follow-up result; also: strong numbers were not always called active
inhibitors of VEEV: inhibitors of VEEV TC-83 cytopathic effect, confirmation, Vero cells (AID 588727) | Vero cells, VEEV TC-83 cytopathic effect inhibition; higher % means a stronger effect | inhibition, % at 20 µM, or IC50 in µM where a hit was titrated | 0.13% of 350,000 active; in the data active = a potency from the dose series; inconclusive = inhibition mostly from about 14% at the one dose, without a potency; inactive = the rest, 99 in 100 with inhibition below about 12%; also: strong numbers were not always called active
H37Rv inhibition: M. tuberculosis growth inhibition, HTS (AID 449762); inhibition, % at 25 µM; hits with a dose series show IC50 in µM; 0.59% of 330,000 active; M. tuberculosis H37Rv growth inhibition, 7H9 media; higher % means a stronger effect; in the data active = a potency from the dose series; inconclusive = inhibition above about 70% without an active follow-up result;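 also: bacterial growth assessed after seven days of incubation; strong numbers were not always called active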
tuberculosis growth: growth inhibition of non-replicating M. tuberculosis (AID 488890); Mycobacterium tuberculosis non-replicating, growth inhibition; higher % means a stronger effect; inhibition, % at 25 µM, or IC50 in µM where a hit was titrated; 0.39% of 320,000 active; in the data active = a potency from the dose series; inconclusive = inhibition mostly from about 82% at the one dose, without a potency; inactive = the rest, 99 in 100 with inhibition below about 76%;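 also: plate controls were DMSO cells for no effect and high antibiotic wells for full effect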
Salmonella PhoP GFP: Inhibition of PhoP regulon, Salmonella typhi GFP reporter cells, confirmation, 4 h (AID 1850); Salmonella Typhi PhoP-promoter GFP reporter, fluorescence, 4 h; higher % means a stronger effect; inhibition, % at 50 µM; hits with a dose series show IC50 in µM; 0.33% of 310,000 active; in the data active = a potency from the dose series; inconclusive = inhibition mostly from about 25% at the one dose, without a potency; inactive = the rest, 99 in 100 with inhibition below about 19%;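 also: 0% = induced wells with vehicle and 100% = uninduced wells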
inhibitors of VEEV 10K pilot screen: further read-out of inhibitors of VEEV, marked with its call; inhibition, %; measured here: 10K pilot screen inhibition
* marks the source's active call; other numbers are inactive results; i = inactive; ? = inconclusive; nt = no result given.

SMILES | influenza NS1A | inhibitors of VEEV | H37Rv inhibition | tuberculosis growth | Salmonella PhoP GFP | others
COc1cc(-c2cc(C(=O)Nc3cccc(C(C)=O)c3)c3ccccc3n2)cc(OC)c1OC | -7.6% | 9.3% | -1.3% | 19.1% | -3.0%
O=C(C(Cc1ccccc1)N1C(=O)C2C3C=CC(C3)C2C1=O)N1CCCCC1 (stereo unspecified) | -25.6% | 2.6% | -9.1% | -4.8% | -10.6%
COc1ccccc1NC(=O)CSc1ccc(-c2ccc(-n3ccnc3)cc2)nn1 | 4.3% | 2.8% | -1.8% | -5.0% | 9.4%
O=C1CCC/C(=N/NC(=O)C2CCN(S(=O)(=O)c3cccs3)CC2)C1 | 3.1% | 4.2% | 3.8% | -8.7% | -1.3%
CC(=O)c1ccc(NC(=O)c2onc(C)c2Cl)cc1 | 19.4% | i | 3.2% | -2.8% | 8.9%
CC[C@H](C)[C@@H]1O[C@@]2(C=CC1C)CC1C[C@@H](CC=C(C)C(O[C@H]3CC(OC)C(O[C@H]4CC(OC)C(O)C(C)O4)C(C)O3)C(C)C=CC=C3CO[C@@H]4C(O)C(C)=C[C@@H](C(=O)O1)[C@]34O)O2 (stereo partly specified) | nt | nt | 12.7µM* | 75.2% | 2.5%
CCN(CC)CCC#CC(O)(c1ccccc1)c1ccccc1 | -2.9% | 0.3% | -2.7% | 17.5% | -1.6%
COc1ccc(-c2[nH]ncc2CN(C)C(C)c2cccs2)c(F)c1 (stereo unspecified) | 9.9% | 0.1% | -6.7% | -3.5% | 1.2% | inhibitors of VEEV 10K pilot screen=0.0
CC(c1ccon1)N(C)Cc1cn[nH]c1-c1ccc(F)cc1F (stereo unspecified) | -4.7% | 4.3% | 3.5% | 0.5% | -4.0%
Cc1cc(C)nc(OC(C(=O)O)C(OCC(C)C)(c2ccccc2)c2ccccc2)n1 (stereo unspecified) | -19.1% | 1.1% | -3.4% | 28.4% | -5.1%
CCN(CC)S(=O)(=O)c1ccc(Cl)c(NC(=O)COC(=O)c2cccn2C)c1 | 0.1% | 0.7% | 9.9% | 1.9% | -12.9%
COc1ccc(-c2cc3cc(OC)c(OC)cc3c(C)n2)cc1C | 2.2% | 2.1% | 3.1% | 24.8% | -11.6%
O=C(N/N=C/C=C/c1ccccc1)c1ccncc1 | -4.0% | 1.6% | ? | 0.92µM* | 7.9%
CCOC(=O)C1CCCCN1C(=O)CCc1c(C)nc2cc(-c3ccccc3)nn2c1C (stereo unspecified) | -13.8% | 10.7% | -9.9% | nt | nt
CCCC(=O)NC1CCCc2c1cnn2-c1ccc(C)c(C)c1 (stereo unspecified) | 2.4% | i | -1.8% | 10.8% | 7.2%
CN(C)C1(CNC(=O)Cc2ccccc2F)CCCCC1 | -0.6% | 0.6% | 0.0% | -6.5% | -15.0%
CC(C)(CN1CCC(Cc2ccccc2)CC1)NS(=O)(=O)c1ccccc1 | 0.3% | i | -2.7% | 16.0% | -4.8%
COc1ccc(C(=O)Nc2c(C)ccc3nsnc23)cc1[N+](=O)[O-] | -6.0% | 0.1% | -3.7% | -4.7% | -1.8%
COC(=O)CN(C(=S)Nc1ccc(F)cc1)C1CC(=O)N(c2ccc(OC)cc2)C1=O (stereo unspecified) | 6.0% | 1.0% | -6.0% | 8.0% | -2.6%
CC(C)CCn1c(CN2CCN(Cc3ccccc3)CC2)nc2c1c(=O)[nH]c(=O)n2C | 1.8% | i | -1.6% | -4.4% | 7.5%
Fc1ccc(Nc2nnns2)cc1 | -13.6% | i | -2.9% | 14.6% | -3.2%
CNC(=O)c1csc(-c2ccncc2)n1 | -7.3% | i | -23.2% | -11.4% | 3.0%
CCOC(=O)c1sc(NC(=O)/C=C/c2cnn(C)c2C)c(C(=O)OCC)c1C | nt | nt | -7.7% | -4.2% | -13.5%
O=C(NCc1ccccc1)c1ccccc1Br | 2.0% | 0.1% | 6.6% | -5.3% | 1.9%
CC(=O)c1cccc(NC(=O)CSc2nc(=O)n(Cc3ccccn3)c3c2CCC3)c1 | -2.7% | 8.7% | -5.7% | -17.9% | 5.3%
CCN(CC)S(=O)(=O)c1ccc(S(=O)(=O)N2CCC(C(=O)NC3CCN(Cc4ccccc4)CC3)CC2)cc1 | -7.4% | i | 7.2% | 3.5% | 7.4%
COc1ccc(NC(=O)CN(C)CC(=O)Nc2ccc(Cl)cc2F)cc1 | -5.4% | i | 27.4% | ? | -11.3%
COc1cc(C(=O)C(O)c2ccc(O)c(OC)c2)ccc1O (stereo unspecified) | -2.7% | 3.5% | nt | nt | nt
CCC1=NN(C(=O)COc2ccccc2)C(O)(c2ccncc2)C1 (stereo unspecified) | 1.6% | 0.4% | -3.2% | -3.1% | -0.3%
COc1cccc(NC(=O)CN(Cc2ccccc2)S(C)(=O)=O)c1 | -7.7% | 1.5% | 4.4% | -5.4% | 5.9%
Cc1onc(-c2cccc(Cl)c2Cl)c1C(=O)O/N=C(\N)c1ccc([N+](=O)[O-])o1 | 3.7% | i | ? | nt | 3.7%
COc1ccccc1CC(=O)Nc1ccc(S(=O)(=O)N(C)C2CCN(C)CC2)cc1 | -0.6% | 0.2% | -0.6% | 7.7% | nt
CC(C)CC1NC(=O)N(CC(=O)Nc2cc(F)ccc2F)C1=O (stereo unspecified) | -6.4% | 0.1% | 1.4% | nt | nt
CCOC(=O)C1=C(C)NC(C)=C(C(=O)OCCNC(=O)c2cccnc2)C1c1cccc([N+](=O)[O-])c1 (stereo unspecified) | 3.4% | 3.3% | -0.5% | 15.1% | -8.8%
Cc1cc(C)nc(/N=C2/NC(=O)CS2)n1 | -3.2% | 0.0% | 0.6% | -11.5% | 10.5%
O=C(COC(=O)c1cccc2ccccc12)Nc1cccnc1Cl | -10.9% | 0.3% | 0.4% | 6.1% | -7.0%
O=C(CCCN1C(=O)c2cccc3cccc(c23)C1=O)NCCN1CCOCC1 | 11.4% | 1.1% | 0.9% | -13.0% | 6.9%
NS(=O)(=O)c1ccc(NC(=O)c2ccc(COc3ccccc3)o2)cc1 | -14.4% | 0.9% | 4.7% | -9.4% | 0.8%
O=C(COC(=O)/C=C/c1ccc([N+](=O)[O-])cc1)NC(=O)NC1CCCCC1 | 5.6% | 0.9% | 11.3% | 38.0% | nt
COc1ccc(/C=C/C(=O)NC(=S)N2CCCC(C(N)=O)C2)cc1 (stereo unspecified) | -2.4% | 1.3% | -2.6% | 6.0% | 10.7%
COc1cc2[nH]c3c(=O)n(CCN4CCOCC4)cnc3c2cc1OC | -11.3% | 0.6% | -3.0% | 4.9% | 12.9%
O=C(CSc1nnc(CNC(=O)c2ccc(F)cc2)o1)Nc1nccs1 | 10.8% | i | -6.3% | -20.7% | 3.3%
Cc1ccc(C)c(NC(=O)CCC(=O)NNS(=O)(=O)c2ccc(Cl)cc2)c1 | -2.3% | 0.8% | -4.3% | -5.3% | nt
O=C(Nc1ccc(Cl)cc1)c1cccc(S(=O)(=O)Nc2ccccn2)c1 | -12.2% | 5.0% | -1.8% | 4.6% | -1.8%
c1ccc(Nc2nn[nH]n2)cc1 | 5.9% | i | -5.5% | 0.3% | -7.4%
Cc1c(Cl)cccc1N/C(SCC(=O)N1CCCCCC1)=C(/C#N)c1nc2ccccc2s1 | -6.1% | ? | 10.0% | 8.0% | 1.6%
Cc1cc(C)c(S(=O)(=O)Nc2nnc(C(C)C)s2)c(C)c1 | -10.9% | 0.7% | 5.4% | 10.8% | 1.6%
Cc1nc(C)c(CCNC(=O)c2ccccc2)s1 | 17.4% | i | -11.0% | 1.7% | -7.0% | inhibitors of VEEV 10K pilot screen=1.2

Sorted by formula weight (rising): some entries from above.
SMILES | influenza NS1A | inhibitors of VEEV | H37Rv inhibition | tuberculosis growth | Salmonella PhoP GFP | others
COc1cc2[nH]c3c(=O)n(CCN4CCOCC4)cnc3c2cc1OC | -11.3% | 0.6% | -3.0% | 4.9% | 12.9%
NS(=O)(=O)c1ccc(NC(=O)c2ccc(COc3ccccc3)o2)cc1 | -14.4% | 0.9% | 4.7% | -9.4% | 0.8%
O=C(COC(=O)/C=C/c1ccc([N+](=O)[O-])cc1)NC(=O)NC1CCCCC1 | 5.6% | 0.9% | 11.3% | 38.0% | nt
O=C(Nc1ccc(Cl)cc1)c1cccc(S(=O)(=O)Nc2ccccn2)c1 | -12.2% | 5.0% | -1.8% | 4.6% | -1.8%
O=C(CSc1nnc(CNC(=O)c2ccc(F)cc2)o1)Nc1nccs1 | 10.8% | i | -6.3% | -20.7% | 3.3%
O=C(CCCN1C(=O)c2cccc3cccc(c23)C1=O)NCCN1CCOCC1 | 11.4% | 1.1% | 0.9% | -13.0% | 6.9%
Cc1c(Cl)cccc1N/C(SCC(=O)N1CCCCCC1)=C(/C#N)c1nc2ccccc2s1 | -6.1% | ? | 10.0% | 8.0% | 1.6%

(list continues)
SMILES | influenza NS1A | inhibitors of VEEV | H37Rv inhibition | tuberculosis growth | Salmonella PhoP GFP | others
CCN(CC)S(=O)(=O)c1ccc(NC(=O)c2cc(-c3cccs3)nc3ccccc23)cc1 | -2.7% | 1.3% | 32.4% | 2.6% | -4.6%
CN1CCN(C(=O)CCc2ccc(S(=O)(=O)NC3CCCCC3)cc2)CC1 | 7.7% | 1.3% | -5.5% | -7.2% | 5.2%
CC(C)COc1cccc(C(=O)Nc2ccc(N3CCOCC3)cc2N2CCOCC2)c1 | -1.4% | 7.0% | 34.2% | 8.4% | 5.6%
Nc1nc(-c2ccc(Cl)cc2)nn1C(=O)c1cccs1 | -7.5% | 1.0% | 1.2% | 10.6% | -1.9%
O=C(CCCCCNC(=O)c1ccccc1)N/N=C/c1ccccc1O | -7.3% | 1.1% | 12.7% | -28.8% | -3.3%
O=C(NP(=O)(N1CC1)N1CC1)c1cc(I)ccc1I | -2.2% | 0.5% | nt | nt | nt
O=C(Cc1ccccc1F)Nc1cccc2cccnc12 | 5.7% | i | 4.2% | -10.9% | -5.0%
COc1ccc(CCNC(=O)Cn2cnc3c(nnn3Cc3ccccc3F)c2=O)cc1OC | 3.1% | 0.4% | -0.7% | 12.1% | 5.9%
Cc1c(C#N)c(O)[nH]c(=O)c1N=Nc1ccc(S(N)(=O)=O)cc1 | -0.4% | 1.7% | 5.8% | 4.5% | -7.7%
COC(=O)[C@]1(Cc2ccccc2)N[C@H](CN(C)C(=O)C2CCCCC2)[C@@H]2C(=O)N(Cc3ccccc3)C(=O)[C@@H]21 | -3.8% | 0.1% | 0.3% | 12.9% | nt
CCNC(=S)N(Cc1ccc2c(c1)OCO2)C1CC(=O)N(c2ccc(OC)cc2)C1=O (stereo unspecified) | -4.2% | 5.6% | -3.8% | 31.9% | 1.4%
CC(C)N=c1scc(-c2cccs2)n1/N=C/c1ccc(O)c(O)c1O | 3.0% | i | 0.9% | 5.0% | -2.2%
Cc1nn(-c2ccccc2)c(N)c1C(O)(CSc1nccn1C)C(F)(F)F (stereo unspecified) | 1.3% | 1.7% | -3.8% | -9.1% | -4.9%
CCN(CC(=O)Nc1c(F)cccc1F)C(=O)CCCc1c[nH]c2ccccc12 | 6.7% | 0.3% | -13.4% | nt | -4.2%
Cc1cc(C)c(NS(=O)(=O)c2ccc3c(c2)n(C)c(=O)n3C)c(C)c1 | -17.2% | i | -6.2% | -10.7% | 0.1%
CC(C)(C)NC(=O)CSc1nc(Cc2ccccc2)nc2ccccc12 | -0.3% | 2.2% | 2.2% | 63.8% | 3.0%
C#CCOCCOCCOCCNc1nc(N2CCN(C(=O)[C@H]([C@@H](C)CC)n3cc([C@@H](N)CO)nn3)CC2)nc(N2CCN(C(=O)[C@H](Cc3cc4ccccc4[nH]3)n3cc([C@@H](N)C(C)CC)nn3)CC2)n1 (stereo partly specified) | nt | nt | 55.0% | 62.0% | -9.0%
Cc1oc2c(c(C)cc3oc(=O)c(CC(=O)NCCC(=O)O)c(C)c32)c1C | -10.6% | i | -1.4% | -1.4% | 16.1%
COc1ccc2c(c1)CCN=C2Cc1ccc(OC)c(OC)c1 | 21.5% | 0.5% | -5.7% | 29.5% | -3.8%
Cn1c(=O)c2c(C(=O)O)cc(-c3ccccc3)nc2n(Cc2ccccc2)c1=O | -7.0% | 1.4% | 4.3% | -9.4% | 11.6%
COc1ccc(C(C(=O)NC2CCCCC2)N(C(=O)Cc2c[nH]c3ccccc23)c2ccc(NC(C)=O)cc2)cc1OC (stereo unspecified) | 0.8% | 0.5% | -29.7% | 43.5% | -9.6%
COc1ccc(C(=O)c2nc3c(n2O)CCCCC3)cc1 | -8.8% | 0.7% | -3.3% | -7.0% | 1.1%
